sgs1 mgt1: NCI yeast anticancer drug screen, S. cerevisiae sgs1 mgt1 strain; % growth inhibition at 50 µM; 78,000 compounds, 10% hits; AID 161;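 further: 0% = growth of vehicle-only cultures of the same strain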
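Percent growth inhibition was derived by comparing compound-exposed mutant yeast with vehicle-exposed cultures. The strain carries alterations in DNA damage repair.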
rad50: NCI yeast anticancer drug screen, S. cerevisiae rad50 strain | 79,000 compounds, 10% hits | % growth inhibition at 50 µM;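 further: 0% = growth of vehicle-only cultures of the same strain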
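Cells are treated with compound, grown, and their growth is then scored against vehicle-only cultures of the same repair-deficient yeast strain.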
mlh1 rad18: NCI yeast anticancer drug screen, S. cerevisiae mlh1 rad18 strain | growth inhibition, % at 50 µM | 79,000 compounds, 11% hits;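 further: 0% = growth of vehicle-only cultures of the same strain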
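A repair-deficient yeast strain is exposed to test compound, and growth is scored relative to vehicle-treated controls.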
mec2-1: NCI yeast anticancer drug screen, S. cerevisiae mec2-1 strain; growth inhibition, % at 50 µM; 79,000 compounds, 9% hits; AID 157;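 further: 0% = growth of vehicle-only cultures of the same strain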
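Each compound was tested on mec2-1 yeast, a strain altered in DNA damage repair or cell cycle control. Growth inhibition is reported relative to vehicle.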
yeast bub3: NCI yeast anticancer drug screen, S. cerevisiae bub3 mutant strain; growth inhibition, % at 50 µM; 78,000 compounds, 9.9% hits;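 further: 0% = growth of vehicle-only cultures of the same strain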
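Whole-cell yeast assay. The mutant strain was incubated with compounds, and growth inhibition was determined by comparison with vehicle-treated cells.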
cln2 rad14: NCI yeast anticancer drug screen, S. cerevisiae cln2 rad14 strain | AID 165 | growth inhibition, % at 50 µM | 78,000 compounds, 8.3% hits;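 further: 0% = growth of vehicle-only cultures of the same strain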
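Growth of compound-exposed yeast (cln2 rad14 genotype) measured and expressed as inhibition relative to vehicle.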
* marks the source's active call; other numbers are inactive results; & = joins results of further samples; ! = repeats disagree. No stated cut-off is given here; in the data, active means growth inhibition above about 70%; inactive means the rest.

Values run as follows: sgs1 mgt1 | rad50 | mlh1 rad18 | mec2-1 | yeast bub3 | cln2 rad14
- CC(C)c1ccc(Cc2ccc(C(C)C)c(NC(=O)C(=O)Cc3cnc4ccccc4n3)c2C(C)C)c(C(C)C)c1NC(=O)C(=O)Cc1cnc2ccccc2n1
    -25 | -28 | -29 | -18 | -13 | 14
- O=S1c2ccccc2Oc2ccccc21
    20 | -6 | 2 | 5 | 3 | 18
- O=S(=O)(O)c1ccc2ccc(O)cc2c1
    -26 | 4 | -18 | -14 | -1 | -28
- CSc1nc(NC2OCC(O)C(O)C2O)c(C(C)=O)c(=O)n1C (centres undefined)
    8 | 4 | 4 | -7 | -33 | -2
- O=c1c2cc(Cl)ccc2[nH]c2cc(O)cc(O)c12
    22 | 71* | 16 | -12 | 15 | 12
- CCOc1cc[n+](C)c2ccc(C)cc12
    11 | 14 | 27 | 13 | 22 | 16
- COc1cc(C(C)C)c(Oc2c(C)c(OC)cc(C(C)C)c2O)cc1C (tested in a mixture with another compound)
    -10 | -8 | 7 | -21 | 8 | -11
- CCCCCNC(=O)c1ccc(C)cc1
    1 | 2 | -70 | -4 | -11 | -13
- Cc1cc(C)c2c(=O)n(-c3ccccc3C)c(=S)n(-c3ccccc3C)c2n1
    2 | 31 | 25 | 8 | -4 | 2
- Cc1cccc(C)c1NC(=O)CCC(=O)NNC(=O)c1cc(O)c2ccccc2c1
    -18 | -7 | 13 | 11 | 8 | 15
- CCOC(=O)C(=CNc1ccc2c(c1)OCO2)C(=O)OCC
    28 | 5 | 15 | -11 | 49 | 5
- O=C(COc1cccc(C(=O)O)c1)Nc1ccccc1
    12 | 4 | 8 | 8 | 51 | -1
- CCC1=NO[C@@H](C)[C@H]1C(=O)OCc1ccccc1
    -1 | -17 | -32 | 6 | -2 | -20
- Cc1ccc(C2=C(c3ccccc3)C(=O)C(c3ccccc3)=C2c2ccc(C)cc2)cc1
    1 | -8 | 2 | -1 | 2 | 12
- O=C(Cn1nnc2ccccc21)N1CCN(c2ccccc2)CC1
    -2 | 33 | -8 | 34 | 15 | 44
- COC(=O)CC1=NNC(=O)C1
    -14 | -12 | -20 | -15 | -7 | -18
- CC1C2(C)OC(=N)C(C#N)(C(C)O2)C1(C#N)C#N (centres undefined)
    -49 | 14 | -15 | 16 | -18 | -18
- CC1=NC(C)=C(/C(C)=N/NC(=O)c2ccccc2O)C(C)/C1=C(/C)NNC(=O)c1ccccc1O (centres undefined)
    81* | 75* | 80* | 75* | 83* | 62
- CCCCSc1nc2c([nH]1)c(=S)n(C)c(=S)n2C
    56 | 64 | 81* | 82* | 66 | 70
- COc1ccc2[nH]c3c(c(=O)c2c1)CCCC3
    3 | -1 | -13 | -13 | 6 | -6
- Nc1ccn(CC(=O)c2ccc(Cl)s2)c(=O)n1
    7 | -1 | 6 | 11 | 2 | -5
- NC(=O)SCC(=O)NNc1ccccc1
    88* | 88*! | 89*! | 40&13 | 86* | 82*
- Cc1ccc(S(=O)(=O)OC(CO)C(O)C(O)C(CO)OS(=O)(=O)c2ccc(C)cc2)cc1 (centres undefined) (tested in a mixture with another compound)
    -11 | 2 | 27 | 10 | -4 | 12
- COc1ccc(/C(C=O)=C(\Cl)c2ccc(OC)c(OC)c2)cc1
    24 | 14 | 25 | 3 | 8 | 3
- CC(=O)C(CCCCCCCCCCC(C(C)=O)C(C)=O)C(C)=O
    -5 | -9 | -10 | -3 | -6 | -39
- C=CCOCOC(C)C(=O)OCC (centres undefined)
    -8 | -10 | 6 | 7 | -9 | -27
- CCOC(=O)C(=CNC(=S)Nc1ccccc1)C(=O)OCC
    -24 | -25 | 2 | -23 | -14 | -17
- COc1cc2c(cc1OC)C(c1c(-c3c(Cl)cccc3Cl)noc1C)=NCC2
    -12 | -4 | -4 | -15 | 3 | 20
- CCOC(=O)c1ccc(NC(C)=O)o1
    -3 | -10 | 11 | 11 | -5 | -23
- CC(=O)Oc1cccc2c1C(=O)C1CC(O)C(O)C3OC(C)(C)OC2(C)C13 (centres undefined)
    5 | 32 | 28 | 5 | 5 | 12
- C=CCc1cc(OC)c(O)c(C(=O)OCC)c1
    -3 | -2 | -2 | -13 | 8 | 1
- COC(C)C(O)(C(N)=O)C(C)C (centres undefined)
    -13 | 6 | 2 | -7 | -12 | -26
- COC1C2C=CC(C2)[C@H]1[N+](=O)[O-] (some centres undefined)
    38 | 14 | 21 | -7 | 22 | 9
- CCCCCCCCCCCCCC(=O)OCC1OC(n2cc(F)c(=O)[nH]c2=O)C(NC(=O)OCc2ccccc2)C(OC(=O)CCCCCCCCCCCCC)C1O (centres undefined)
    24 | 26 | 28 | 12 | 10 | 1
- COC(=O)c1ccccc1NC(=O)c1ccccc1
    -13 | -3 | -22 | 9 | 23 | -12
- CCCC(C)c1ccc(Oc2nc(Oc3ccc(C(C)CCC)cc3)nc(Oc3ccc(C(C)CCC)cc3)n2)cc1 (centres undefined)
    3 | 14 | 10 | 7 | 0 | 4
- CCCCOC(=O)C(C)OC(=O)NCC (centres undefined)
    -10 | -14 | 3 | -16 | -2 | -15
- Cn1c2c(c3ccccc31)CCN(CCCN1CCN(c3ccccc3)CC1)C2=O
    90* | 90* | 85* | 89* | 91* | 92*
- COc1cc(O)c2c(c1)C(=O)c1cc3c(c(O)c1C2=O)C(OC1OC(C)C(OC)C(O)C1OC)C(OC)C(C)(O)C3=O (centres undefined)
    92* | 91* | 91* | 93* | 90* | 89*
- C[N+](C)(C)C1CC2CC1C2 (centres undefined)
    -8 | 0 | 7 | 4 | -3 | -25
- CCOC(=O)C1(F)CC1(c1ccccc1)c1ccccc1 (centres undefined)
    18 | 2 | 16 | 1 | -6 | -56
- COc1ccc(C#N)cc1
    -1 | 11 | -2 | -8 | -1 | 26
- C#CCNC(=O)NC(CCCNC(=O)OCc1ccccc1)C(=O)OCc1ccccc1 (centres undefined)
    -11 | 0 | -6 | 6 | -4 | 9
- O=C(NNC(=S)Nc1ccccc1Cl)c1ccncc1
    13 | 18 | -8 | 9 | 15 | 16
- O=C(NC(=O)c1ccccc1F)Nc1ccc(Cl)cc1
    25 | 27 | 43 | 37 | 50 | 57
- CC1(O)CCCC1O (centres undefined)
    7 | 19 | 17 | -14 | 41 | -1
- O=C1C2=C(Nc3cc(Cl)ccc3N2)OC1c1c[nH]c2ccc(COc3ccccc3)cc12 (centres undefined)
    -2 | -22 | -4 | 7 | -15 | 30
- O=S(=O)(c1ccccc1)N1OC1c1ccccc1 (centres undefined)
    6 | -8 | 4 | 0 | 8 | 8
- OC(CCN1CCC2CCC(C2)C1)(c1ccccc1)c1ccco1 (centres undefined)
    -5 | 8 | -5 | -3 | 0 | -16
- N#C/C(=C1\OC(=O)C(c2ccc(Br)cc2)=C1O)c1ccc(Br)cc1
    -4 | 8 | 26 | 2 | -4 | 5
- CC(=O)Oc1ccccc1C(C)C
    10 | 13 | 0 | 23 | 10 | 10
- COc1cc(OC)c(/C=N\Nc2nc3ccccc3c(=O)n2-c2ccccc2)c(OC)c1
    9 | 14 | 5 | 9 | 6 | 30
- CCOC(=O)Oc1ccc(C(=O)NCCC(C)C)cc1OCC
    -8 | -12 | -7 | -10 | 26 | -69
- C[CH2][Sn]([CH2]C)([O]C(=O)c1ccc(F)cc1)[O][Sn]([CH2]C)([CH2]C)[O]C(=O)c1ccc(F)cc1
    -16 | -7 | -9 | -3 | 13 | 24
- ClCSc1ccccc1
    3 | 7 | -5 | -14 | 7 | -53
- CCCCCCCCCCCCSCN(CC)CC
    2 | 24 | 26 | 31 | -31 | -22
- Cc1cc(SC#N)cc(C)c1O
    74* | 82* | 84* | 63 | 79* | 49
- Cc1cccc(Cl)c1NC(=O)NCCCl
    -3 | 2 | 10 | -8 | -18 | -28
- CC1C=CCCC1COC(=O)C(=O)OCC1CC=CCC1C (centres undefined)
    28 | 33 | 20 | 0 | 32 | 9
- CC1OC(O)C(OC(=O)c2ccccc2)C(OC(=O)c2ccccc2)C1OC(=O)c1ccccc1 (centres undefined)
    15 | 3 | 24 | 13 | 12 | 21

Given with bars between the fields: entries from further up
compound | sgs1 mgt1 | rad50 | mlh1 rad18 | mec2-1 | yeast bub3 | cln2 rad14
CC(C)c1ccc(Cc2ccc(C(C)C)c(NC(=O)C(=O)Cc3cnc4ccccc4n3)c2C(C)C)c(C(C)C)c1NC(=O)C(=O)Cc1cnc2ccccc2n1 | -25 | -28 | -29 | -18 | -13 | 14
O=S1c2ccccc2Oc2ccccc21 | 20 | -6 | 2 | 5 | 3 | 18
O=S(=O)(O)c1ccc2ccc(O)cc2c1 | -26 | 4 | -18 | -14 | -1 | -28
CSc1nc(NC2OCC(O)C(O)C2O)c(C(C)=O)c(=O)n1C (centres undefined) | 8 | 4 | 4 | -7 | -33 | -2
O=c1c2cc(Cl)ccc2[nH]c2cc(O)cc(O)c12 | 22 | 71* | 16 | -12 | 15 | 12
CCOc1cc[n+](C)c2ccc(C)cc12 | 11 | 14 | 27 | 13 | 22 | 16
COc1cc(C(C)C)c(Oc2c(C)c(OC)cc(C(C)C)c2O)cc1C (tested in a mixture with another compound) | -10 | -8 | 7 | -21 | 8 | -11
CCCCCNC(=O)c1ccc(C)cc1 | 1 | 2 | -70 | -4 | -11 | -13
Cc1cc(C)c2c(=O)n(-c3ccccc3C)c(=S)n(-c3ccccc3C)c2n1 | 2 | 31 | 25 | 8 | -4 | 2
Cc1cccc(C)c1NC(=O)CCC(=O)NNC(=O)c1cc(O)c2ccccc2c1 | -18 | -7 | 13 | 11 | 8 | 15
CCOC(=O)C(=CNc1ccc2c(c1)OCO2)C(=O)OCC | 28 | 5 | 15 | -11 | 49 | 5
O=C(COc1cccc(C(=O)O)c1)Nc1ccccc1 | 12 | 4 | 8 | 8 | 51 | -1
CCC1=NO[C@@H](C)[C@H]1C(=O)OCc1ccccc1 | -1 | -17 | -32 | 6 | -2 | -20

(continued)
Labels used below – A = sgs1 mgt1; B = rad50; C = mlh1 rad18; D = mec2-1; E = yeast bub3; F = cln2 rad14
mol: CC(=O)Nc1ccn(C)c1[N+](=O)[O-]
  A: 14; B: 4; C: 4; D: 5; E: 9; F: 23

mol: COc1ccc(S(=O)c2ccc(OC)cc2)cc1
  A: -58; B: -32; C: -32; D: -65; E: -40; F: 0

mol: COc1ccc2c(c1)CCC1OC(c3cccnc3)OC21 (centres undefined)
  A: 76*; B: 66; C: 71*; D: 37; E: 31; F: 55

mol: CC(C)COC(=O)C(=O)OCC(C)C
  A: -6; B: 15; C: -15; D: 23; E: -5; F: 34

mol: C=CCCCCCCCCC(=O)N(CC#N)CC(C)C
  A: 92*; B: 79*; C: 92*; D: 82*; E: 87*; F: 76*

mol: CC(=O)c1nc2ccccc2cc1C
  A: 5; B: 8; C: 9; D: 5; E: -22; F: -17

mol: CCN(CC)C(COC(=O)Nc1ccccc1)COC(=O)Nc1ccccc1
  A: 1; B: 2; C: 3; D: -2; E: -19; F: -14

mol: Cc1ccc(C2=Nc3ccccc3SC(c3cccc([N+](=O)[O-])c3)C2)cc1 (centres undefined)
  A: 12; B: 11; C: -2; D: -13; E: -6; F: -9

mol: NC(Cc1nc[nH]c1[N+](=O)[O-])C(=O)O (centres undefined)
  A: 1; B: -24; C: 2; D: -14; E: 5; F: -60

mol: CSc1ccccc1C1CCCCCC1O (centres undefined)
  A: 6; B: 11; C: 10; D: 13; E: -31; F: 13

mol: CC1=CCC2CCC(=O)C(O)C2(C)C1 (centres undefined)
  A: -21; B: -8; C: -8; D: -11; E: -4; F: 3

mol: O=C1NC(=O)C(=C/C=C/C=C\C2C(=O)NC(=O)NC2=O)C(=O)N1
  A: -10; B: -15; C: -11; D: -38; E: -23; F: 2

mol: CN(Cc1ccccc1)C(=O)Nc1ccc(Cl)c(Cl)c1
  A: 99*; B: 96*; C: 99*; D: 99*; E: 98*; F: 97*

mol: COC(=O)c1nc(N)nc(C(=O)OC)c1C(=O)c1ccncc1
  A: 0; B: -12; C: -4; D: -20; E: -25; F: -16

mol: COc1cc(C)c(C(=O)c2ccccc2NS(=O)(=O)c2ccc(C)cc2)cc1OC
  A: -2; B: 8; C: 9; D: -1; E: -3; F: 23

mol: N=C(CN1CCCCC1)N1CCCCC1
  A: -5; B: -2; C: 13; D: -15; E: 10; F: -58

mol: CN(C)CCCN1c2ccccc2Sc2ccc3ccccc3c21
  A: -43; B: 0; C: 15; D: -3; E: 9; F: -26

mol: CCC(=O)COC(C)=O
  A: -6; B: -4; C: 1; D: -22; E: -4; F: -2

mol: Nc1cc(F)cc(C(F)(F)F)c1F
  A: -4; B: 14; C: 19; D: -32; E: -5; F: -12

mol: Clc1ccc2nsnc2c1Cl
  A: -4; B: 0; C: 8; D: -1; E: 8; F: -19

mol: NC(N)=NS(=O)(=O)c1ccc(N2C(=O)CC3(CCCC3)C2=O)cc1
  A: -17; B: 11; C: 7; D: -2; E: 13; F: 18

mol: CCOC(=O)Nc1cc2c(c(N)n1)N=C(c1ccc3ccccc3c1)CN2
  A: 5; B: -1; C: 11; D: 23; E: 18; F: 44
